Lipid storage S3 – qHTS Assay for Lipid Storage Modulators in Drosophila S3 Cells. 0.64% of 320,000 active. lipid storage change, negative = inhibition, % at the top dose, mostly 46.1 µM; hits show Potency in µM. AID 2685, 2010. Drosophila S3 cells, BODIPY lipid droplet fluorescence, 18-24 h; cells fed with added oleic acid; active = well fitted inhibition curve with a large enough effect in the signal ratio, with a control signal flat, not every such curve was filed as active; inconclusive = small, poorly fitted or top-dose-only effect, or effect the other way, or a change in a side signal; the % refers to the signal ratio
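Laser-scanning cytometry quantifies lipid droplet accumulation (500–530 nm total intensity; droplet/cell object ratio) in oleic acid-fed (400 uM added) Drosophila S3 cells treated with a concentration series. 20 uM Triacsin C defined 100% inhibition.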
Lipid storage S3 cell count max – second read-out of Lipid storage S3, no call of its own (marks repeat the call); cell number change, %; measured here: cell count max response;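 cells counted by Cell Tracker Red CMTPX staining in the red channel; peak over a dose series mostly up to 46.1 µM; percent activity relative to internal control wells on each plate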
Numbers without * were called inactive; i = inactive; ? = inconclusive; / = no result given; [ ] = remark or other dose. % is scaled to controls: 0 for no effect and ±100 for the full control effect; potency is read from the fitted curve at half-maximal effect. Only part of the results is shown (hit frequency here may not be typical).

Sample of the layout (19 entries):
SMILES | Lipid storage S3 | Lipid storage S3 cell count max
CCc1ccc(N(CC(=O)O)S(=O)(=O)c2c(C)noc2C)cc1 | -21% | 8
CCO[C@@H]1OC(C(=O)NCc2ccccc2)=C[C@H](c2csc3ccccc23)[C@H]1CCCO | -11% | -9
Cc1nc2c(-c3ccc(F)cc3)c(C)nn2c(C)c1CCC(=O)N1CCN(c2ccc(F)cc2)CC1 | 1% | 4
CC(=O)C1=C(C)NC(=O)NC1c1ccc2c(c1)OCO2 (centres undefined) | ? | /
CCOCCCn1c(=S)[nH]c2cc3c(cc2c1=O)OCO3 | ? | /
C[C@H](NC(=O)c1nc[nH]c1C(=O)N1CCN(C(=O)OC(C)(C)C)CC1)c1ccccc1 | -11% | -10
COCCn1c(SCCN2CCCCC2)nc2ccccc2c1=O | ? | /
COCCN(C(=O)C1=COCCO1)c1c(N)n(Cc2ccccc2)c(=O)[nH]c1=O | -1% | 11
N#CCCN(C(=O)COC(=O)CCc1nc2ccccc2c(=O)[nH]1)c1ccccc1F | 9% | 6
CCCCn1c(N)c(N(CCOC)C(=O)COC(=O)c2cc(CC)c(C)s2)c(=O)[nH]c1=O | ? | /
O=S(=O)(c1ccc(Br)cc1)N1CCC2(CC1)OCCO2 | ? | /
Cc1ccc2[nH]c(C(=O)O)c(NC(=O)CN3CCN(c4cccc(C)c4C)CC3)c2c1 | ? | /
CCc1nccn1S(=O)(=O)c1ccc(Br)cc1Br | ? | /
COc1ccccc1OCCN1CSC(=S)N(C)C1 | 3% | 5
O=C(NNC(=O)C1CCCN(S(=O)(=O)c2ccc3ccccc3c2)C1)C1CC1 (centres undefined) | ? | /
O=C(O)c1cnn(-c2nc(-c3ccc(Cl)c(Cl)c3)cs2)c1C(F)(F)F | -7% | -18
O=C(/C=C/c1ccccc1)NC1CCCc2ccccc21 (centres undefined) | ? | /
O=C(CC(=O)c1cccc([N+](=O)[O-])c1)Nc1ccccc1Cl | 2% | -5
Cc1ccc(C)c(CSc2nnc(-c3cccnc3)n2N)c1 | 17% | 12

The listing, from the start:
SMILES | Lipid storage S3 | Lipid storage S3 cell count max
CCc1ccc(N(CC(=O)O)S(=O)(=O)c2c(C)noc2C)cc1 | -21% | 8
CCO[C@@H]1OC(C(=O)NCc2ccccc2)=C[C@H](c2csc3ccccc23)[C@H]1CCCO | -11% | -9
Cc1nc2c(-c3ccc(F)cc3)c(C)nn2c(C)c1CCC(=O)N1CCN(c2ccc(F)cc2)CC1 | 1% | 4
CC(=O)C1=C(C)NC(=O)NC1c1ccc2c(c1)OCO2 (centres undefined) | ? | /
CCOCCCn1c(=S)[nH]c2cc3c(cc2c1=O)OCO3 | ? | /
C[C@H](NC(=O)c1nc[nH]c1C(=O)N1CCN(C(=O)OC(C)(C)C)CC1)c1ccccc1 | -11% | -10
COCCn1c(SCCN2CCCCC2)nc2ccccc2c1=O | ? | /
COCCN(C(=O)C1=COCCO1)c1c(N)n(Cc2ccccc2)c(=O)[nH]c1=O | -1% | 11
N#CCCN(C(=O)COC(=O)CCc1nc2ccccc2c(=O)[nH]1)c1ccccc1F | 9% | 6
CCCCn1c(N)c(N(CCOC)C(=O)COC(=O)c2cc(CC)c(C)s2)c(=O)[nH]c1=O | ? | /
O=S(=O)(c1ccc(Br)cc1)N1CCC2(CC1)OCCO2 | ? | /
Cc1ccc2[nH]c(C(=O)O)c(NC(=O)CN3CCN(c4cccc(C)c4C)CC3)c2c1 | ? | /
CCc1nccn1S(=O)(=O)c1ccc(Br)cc1Br | ? | /
COc1ccccc1OCCN1CSC(=S)N(C)C1 | 3% | 5
O=C(NNC(=O)C1CCCN(S(=O)(=O)c2ccc3ccccc3c2)C1)C1CC1 (centres undefined) | ? | /
O=C(O)c1cnn(-c2nc(-c3ccc(Cl)c(Cl)c3)cs2)c1C(F)(F)F | -7% | -18
O=C(/C=C/c1ccccc1)NC1CCCc2ccccc21 (centres undefined) | ? | /
O=C(CC(=O)c1cccc([N+](=O)[O-])c1)Nc1ccccc1Cl | 2% | -5
Cc1ccc(C)c(CSc2nnc(-c3cccnc3)n2N)c1 | 17% | 12
Nc1ccc(-c2cc(-c3ccc(N)cc3)nc(-c3ccccc3)n2)cc1 | 19% | 8
CC(C)(C)C(=O)NC(=S)Nc1ccccc1C(N)=O | ? | /
CC(=O)N1CCc2c(sc(NC(=O)CS(=O)(=O)c3ccc(F)cc3)c2C(N)=O)C1 | -20%[0.0737 µM] | /
O=C1NC(CCc2ccccc2)C(=O)N1Cc1ccc(Br)cc1 (centres undefined) | ? | /
O=C(CCN1C(=O)C2CC=C(Cl)CC2C1=O)NC1CCCCC1 (centres undefined) | 4% | 16
CSc1cccc2sc(NC(=O)C3=COCCO3)nc12 | ? | /
COc1ccc(C(C)=O)cc1CSc1nc2cc(Cl)ccc2o1 | ? | /
O=C(CS(=O)(=O)c1cn(CC(=O)N2CCCC2)c2ccccc12)Nc1ccccc1F | ? | /
Cc1ccc(S(=O)(=O)NNC(=O)c2snnc2C)cc1 | i | /
COc1ccccc1CNC(=O)CN(c1ccc(C)cc1)S(=O)(=O)c1c(C)nn(C)c1C | ? | /
CCn1c(=O)n(CC(=O)Nc2cccc(OC)c2)c(=O)c2ccccc21 | i | /
CN(C(=O)c1ccc2c(c1)OCO2)C1CCCCC1 | -4% | 5
COCCCNC(=O)COc1cc(C)c(Cl)c(C)c1 | 10% | -2
COc1ccc(OC)c(Nc2nc(-c3ccc(O)c(O)c3)cs2)c1 | ? | /
c1ccc(C[n+]2cccc3c4ccccc4ccc32)cc1 | ? | /
COc1ccc(N2CCN(CC(O)COc3ccccc3[N+](=O)[O-])CC2)cc1 (centres undefined) | ? | /
CN(C)c1ccc(/C=N/NC(=O)c2nonc2N)cc1[N+](=O)[O-] | ? | /
COc1ccc(-n2c(=O)c(CCC(=O)NCCc3ccccc3F)nc3ccccc32)cc1 | 18µM* | 2.1*
CC(=O)Nc1ccc(NC(=O)CCCSc2nc3ccccc3[nH]2)cc1 | -5% | -1
COc1ccc(Cl)cc1NC(=O)C/C(C)=N/NC(=O)c1ccc(O)cc1 | ? | /
Cc1ccc(NC(=O)CCc2ccc(C)o2)cc1 | 7% | 21
CN(C)S(=O)(=O)c1ccc(N2CCCC2)c(C(=O)N2CCC(C(N)=O)CC2)c1 | i | /
Cc1cc(Cl)nc(-c2ccccc2O)n1 | -1% | -4
FC(F)(F)c1cc(CCN2C(=S)NC[C@@H]2CC2CCCCC2)cc(C(F)(F)F)c1 | ? | /
O=C(Nc1cccc(O)c1)C(=O)Nc1ccccn1 | 16% | 1
NS(=O)(=O)c1ccc(CCNC(=O)c2cccc(OC(F)F)c2)cc1 | 1% | -3
O=C(O)CC(NC(=O)COc1ccccc1)c1cccc([N+](=O)[O-])c1 (centres undefined) | 4% | 24
O=C(NCC1OCCc2ccccc21)c1ccco1 (centres undefined) | i | /
Cn1c(=Nc2ccc(N3CCOCC3)cc2)ccc2ccccc21 | ? | /
Cc1nc(CS(=O)(=O)c2ccccc2)cc(Sc2ccccc2Cl)n1 | ? | /
CCNc1c(NC(C)=O)c(=O)oc2ccccc12 | 24% | /
O=C(Cn1nnc(-c2ccccc2)n1)N1CCCCC1 | -19% | -18
O=C(NC1CCCN(Cc2ccccc2F)C1)C1CCC1 (centres undefined) | 6% | 8
Cc1cc2nnc(SCC(=O)OC(C)C)n2c2ccccc12 | -21% | -1
Cc1ccc2nc(SCC(=O)NNC(=O)c3ccccc3)[nH]c2c1 | -2% | -14
COC(=O)C1=NNC(C(=O)c2ccco2)C1c1ccccc1 (centres undefined) | 4% | /
CCCN1CCC(NCc2cn(C)nc2-c2ccc(Oc3ccccc3)cc2)CC1 | ? | /
CCOC(=O)c1[nH]c(C)c(C(=O)/C=C/c2ccc(C(=O)O)cc2)c1C | 38% | -1
O=C(c1ccco1)N1CCN(S(=O)(=O)c2ccc(C3CCCCC3)cc2)CC1 | i | /
CCN1CCN(C(=O)/C=C\C(=O)O)CC1 | ? | /
O=S(=O)(NNc1ccc(Cl)nn1)c1ccc(F)cc1 | ? | /
Further compounds follow.
SMILES | Lipid storage S3 | Lipid storage S3 cell count max
COc1cccc2[nH]c(C(=O)NCCCN3CCCC3=O)cc12 | i | -21
Cc1ccc(/C(O)=C/c2nc3ccccc3oc2=O)cc1 | ? | /
Cc1ccc(CNC(=O)CNC(=O)[C@@H]2Cc3ccccc3CN2C(=O)OC(C)(C)C)cc1 | -12% | -14
COc1ccc(CCNCC(O)c2ccccc2)cc1 (centres undefined) | -18% | -7
Cc1cc(C)c(NS(=O)(=O)c2ccc3c(c2)NC(=O)C(C)C(=O)N3)c(C)c1 (centres undefined) | i | 5
CC(=O)Cc1nsc(NC(=O)c2ccccc2Cl)n1 | ? | /
Cc1ccc(C)c(S(=O)(=O)N2CCN(CC(=O)Nc3cc(C)on3)CC2)c1 | ? | /
CC(C(=O)Nc1sc2c(c1C(=O)NCC1CCCO1)CCC2)N1C(=O)c2ccccc2C1=O (centres undefined) | 5% | 4
Cc1ccc(NC(N)=S)cc1 | ? | /
COc1ccc(/C=C(\C#N)C(=O)OCC(=O)N2CC(C)OC(C)C2)cc1 (centres undefined) | 5% | /
COc1ccc(OC)c(/C=N/NC(=S)NCCc2ccccc2)c1 | 15% | 3
CCOC(=O)COc1ccc(/C=C2/C(=O)NN(c3ccc(F)cc3)C2=O)cc1OC | 7% | 11
Brc1ccc(-c2cn3ccccc3n2)s1 | ? | /
COc1ccc(NC(=O)COC(=O)c2ccc(O)cc2)c([N+](=O)[O-])c1 | ? | /
CC1=NN(C(C#N)c2ccccc2C)C(c2ccccc2)C1 (centres undefined) | ? | /
Cc1ccc(NC(=O)CCN2C(=O)c3cccc4cccc(c34)C2=O)cc1 | -13% | 9
Cc1ccc(S(=O)(=O)N2CCC(C(=O)OCC(=O)N(C)C3CCCCC3)CC2)cc1C | ? | /
CN(C)S(=O)(=O)c1ccc(S(=O)(=O)N2CCN(CCC#N)CC2)cc1 | -1% | -11
CN(CC(=O)Nc1ccccc1Cl)C(=O)c1cc(C2CC2)nn1-c1ccccc1 | i | -6
Clc1ccc(/C=C/c2nc3ccccc3[nH]2)cc1 | ? | /
c1ccc2c(c1)CCN(C1CCCCC1)C2 | 2% | 3
CCOC(=O)C1(c2ccccc2)NC(c2ccccc2C)C2C(=O)N(c3ccc4c(c3)OCO4)C(=O)C21 (centres undefined) | ? | /
CC(C)NC(=O)CN1CCC(c2nc3ccccc3[nH]2)CC1 | ? | /
C=CCN1C(=NC(=O)COc2ccc(Cl)cc2)SC2CS(=O)(=O)CC21 (centres undefined) | ? | /
COc1ccc(-c2noc(N3CCC(C(=O)NCCCN4CCC(C)CC4)CC3)n2)cc1 | ? | /
Cc1ccc(C)c(NC(=S)NCc2ccccc2)c1 | -7% | 6
COc1cccc(-c2cc(C(F)(F)F)nc(N3CCC(C)CC3)n2)c1 | 13% | /
COc1ccc(CC(=O)OCC(=O)NC2CCCCC2)cc1 | ? | /
Fc1ccc(C2CC(c3ccccc3)n3ncnc3N2)cc1 (centres undefined) | -13% | 17
CC(C)CCNC(=O)CCC(=O)NNc1nc2ccccc2c2nc(-c3ccccc3)nn12 | -3% | -10
Clc1ccc(OCc2nnc(SCc3nc4ccccc4[nH]3)n2Cc2ccco2)cc1 | 14% | 1
C/C(=N\NC(=O)c1ccccc1)c1nc2ccccc2n1C | ? | /
CCC(C(=O)NCCc1ccc(C)cc1)n1nc(C)c2c(C)n(-c3ccccc3)nc2c1=O (centres undefined) | ? | /
C1CSC2(N1)C1CC3CC(C1)CC2C3 (centres undefined) | -8% | -8
CCC(=O)OCC(=O)N=c1sccn1Cc1ccccc1Cl | i | 2
CCCOC(=O)C1=C(C)N(C)C(=O)NC1c1cc2c(cc1[N+](=O)[O-])OCO2 (centres undefined) | ? | /
CSCCC(NC(=O)c1ccc(Cl)cc1Cl)C(=O)N1CCCCCCC1 (centres undefined) | -20%[0.0737 µM] | /
CC(C)(C)c1ccc(-c2cc(N)n[nH]2)cc1 | ? | /
CCOc1ccc(NC(=O)CSc2nc3ccccc3c(=O)n2Cc2cccs2)cc1 | ? | /
CCC(C(=O)NCc1ccco1)n1nc(-c2ccc(OC)cc2)ccc1=O (centres undefined) | 9% | -11
Cc1sc(N/N=C/c2cccnc2)nc1-c1ccccc1 | ? | /
Cc1ccc(C)n1-c1ccc(C(=O)NCC2CCCO2)cc1 (centres undefined) | ? | /
COc1cc(C(=O)N2CCN(c3ccccc3Cl)CC2)ccc1OCC(=O)N1CCOCC1 | ? | /
CCCCCCCNC(=O)C1(CC2CC(c3ccc(Cl)cc3)=NO2)CCN(C(=O)C2(C)CC2)CC1 (centres undefined) | i | 23
COc1cccc(CN2CC(C(=O)N(C)Cc3[nH]c4ccccc4c3C)CCC2=O)c1 (centres undefined) | -2% | -4
Cc1cc2ncn(C(=O)c3ccc4c(c3)OCO4)c2cc1C | 11% | -18
CCCNC(=O)COc1coc(CN2CCN(c3cccc(Cl)c3)CC2)cc1=O | ? | /
O=c1c2ccccc2[nH]c(=S)n1CCN1CCC(=C(c2ccc(F)cc2)c2ccc(F)cc2)CC1 | -1% | 1
Cc1ccc(-n2c(CSc3nc(C)cc(C)n3)nnc2SCC(=O)Nc2nccs2)cc1 | 6% | /
Cc1cc(NC(=O)C2CC(c3ccccc3Cl)=NO2)no1 (centres undefined) | ? | /
Cc1ccc(C)c(N2CCN(C(=O)c3cc4sccc4n3C)CC2)c1 | -30% | -2
O=S(=O)(Nc1ccc(S(=O)(=O)Nc2nccs2)cc1)c1ccc2c(c1)OCCO2 | ? | /

Not a retest: entries from further up.
SMILES | Lipid storage S3 | Lipid storage S3 cell count max
Cc1ccc(C)c(N2CCN(C(=O)c3cc4sccc4n3C)CC2)c1 | -30% | -2
O=S(=O)(Nc1ccc(S(=O)(=O)Nc2nccs2)cc1)c1ccc2c(c1)OCCO2 | ? | /

Compound activity deposited in PubChem by National Center for Advancing Translational Sciences (NCATS).
